Lipid storage S3: qHTS Assay for Lipid Storage Modulators in Drosophila S3 Cells; Drosophila S3 cells, BODIPY lipid droplet fluorescence, 18-24 h; cells fed with added oleic acid; Potency in µM for hits, for the others lipid storage change, negative = inhibition, % at the top dose, mostly 46.1 µM; hit rate 0.64% among 320,000; AID 2685, 2010; active means well fitted inhibition curve with a large enough effect in the signal ratio, with a control signal flat, not every such curve was filed as active; inconclusive means small, poorly fitted or top-dose-only effect, or effect the other way, or a change in a side signal; the % refers to the signal ratio
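Laser-scanning cytometry quantifies lipid droplet accumulation (500–530 nm total intensity; droplet/cell object ratio) in oleic acid-fed (400 uM added) Drosophila S3 cells treated with a concentration series. 20 uM Triacsin C defined 100% inhibition.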
Lipid storage S3 cell count max: recorded beside Lipid storage S3, whose call it bears; cell number change, %; measured here: cell count max response;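 cells counted by Cell Tracker Red CMTPX staining in the red channel; peak over a dose series mostly up to 46.1 µM; percent activity relative to internal control wells on each plate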
An asterisk follows results filed as active; i = inactive; ? = inconclusive; . = no result given. On the % scale 0 is the no-effect control and ±100 the full control effect; potency means the concentration at half of the fitted maximal effect.

SMILES	Lipid storage S3	Lipid storage S3 cell count max
COc1ccccc1CNC(=O)C(NS(=O)(=O)c1ccc2c(c1)oc(=O)n2C)C(C)C (stereo not drawn)	-6%	18
CCCS(=O)(=O)N1CCC(C(=O)NCCCN2CCCC2=O)CC1	?	.
CC(C)CC1COC(=O)N1 (stereo not drawn)	?	.
CC(=O)OCc1cc(-c2nc3ccccc3[nH]c2=O)nn1-c1ccc(Cl)cc1	10%	16
CCOc1ccc(NC(=O)CS(=O)CC(=O)Nc2cccnc2)cc1 (stereo not drawn)	?	.
CSc1nc2cc3c(cc2n1C(=O)c1ccc(C)cc1)OCCO3	?	.
CCn1ncc(Cl)c1C(=O)Nc1ccc2c(c1)CCC2	?	.
COc1ccccc1OCC(=O)NCC(c1cccs1)N1CCOCC1 (stereo not drawn)	?	.
CCN(CCn1cccn1)C(=O)C1CCC(=O)N(CCc2cccc(F)c2)C1 (stereo not drawn)	9%	2
CCCCNC(=NCc1cccc(C(F)(F)F)c1)Nc1ccccc1	9%	6
COc1ccccc1CNc1nc(-c2cc(C)n(C)c2C)cs1	-7%	15
CN(C(=O)c1ccccc1C(=O)OCC(=O)c1ccc(Br)cc1)c1ccccc1	?	.
CN(C)C(=O)c1sccc1Oc1ccc(F)cc1[N+](=O)[O-]	?	.
Cc1cc2c(NC(=O)Nc3ccc(F)cc3)cccc2nn1	?	.
O=c1c2ccccc2cnn1-c1ccc(Cl)cc1	i	0
Cc1ccc(N2C(=NC(=O)c3ccccc3)SC3CS(=O)(=O)CC32)cc1 (stereo not drawn)	?	.
COc1ccc2nc(N3C(=O)CC(Cc4ccc(Cl)cc4)C3=O)sc2c1 (stereo not drawn)	?	.
O=C(Nc1ccc(Cl)cc1Cl)c1ccc2c(c1)OCCO2	?	.
COc1ccc(C2CC(=O)c3cnc(NC(=O)c4ccccc4)nc3C2)c(OC)c1 (stereo not drawn)	?	.
Nc1c(C(=O)Nc2cccc(F)c2)nnn1-c1cccc(C(F)(F)F)c1	4%	8
COc1ccc(CNC(=O)CN(C(=O)c2snc(C(N)=O)c2N)c2ccc(F)cc2)cc1	?	.
Cc1ccccc1OCC(=O)Nc1ccccc1N1CCC(C)CC1	i	9
CO/N=C/NC(=O)NOCc1ccc(Cl)cc1Cl	i	28
CCn1c(=O)n(CC(=O)NCc2ccco2)c(=O)c2ccccc21	-8%	3
Cc1ccc(NC(=O)NNC(=O)c2ccccc2)cc1	-16%	4
COc1cc(OC)c(C2C(C(=O)Nc3ccc(C)cc3C)=C(C)Nc3ncnn32)cc1OC (stereo not drawn)	?	.
O=c1[nH]c(NNC(=S)NC2CCCCC2)nc2c1C1(CCCC1)Cc1ccccc1-2	22%	6
COc1ccc(/C=C2\CCc3c2nc2ccccc2c3C(=O)O)cc1OC	-13%	0
COc1cc(C(=O)OC(C)CN2C(C)CCCC2C)cc(OC)c1OC (stereo not drawn)	-2%	-1
Clc1ncc(CN2CCN(c3ccccc3)CC2)s1	18%	8

Compound profiles (already shown). Order of values: Lipid storage S3 | Lipid storage S3 cell count max
CCCS(=O)(=O)N1CCC(C(=O)NCCCN2CCCC2=O)CC1 is listed as ? | .
O=c1c2ccccc2cnn1-c1ccc(Cl)cc1 is listed as i | 0

(cont.)
SMILES	Lipid storage S3	Lipid storage S3 cell count max
O=[N+]([O-])c1cc(-c2ccc(/C=N\n3cnnc3)o2)cc([N+](=O)[O-])c1	?	.
CCc1cc(C(=O)N2CCN(S(=O)(=O)c3cc(C)ccc3C)CC2)sc1C	21µM*	-8.2*
COc1ccc(OCC(=O)NNC(=O)C(=O)Nc2ccc(C)cc2)cc1	?	.
Cc1ccc2occ(C(c3nnnn3C3CCCC3)N3CCN(C(=O)c4ccco4)CC3)c(=O)c2c1 (stereo not drawn)	?	.
Cc1cc(C)n2nc(C(=O)Nc3ccc4c(c3)OCO4)nc2n1	?	.
CCOCCCNC(=O)c1c[nH]c2cc(OC)ccc2c1=O	24%	14
Cc1nnc(N(C)C(=O)c2cccnc2)s1	i	.
O=C(CCN1C(=O)/C(=C/c2ccc(F)cc2)SC1=S)NC1CCS(=O)(=O)C1 (stereo not drawn)	?	.
Cc1cccc(C(=O)OCc2cnc(Cl)s2)c1	?	.
CCCCOc1ccc(C(=O)NCC(=O)NCC(c2cccs2)N2CCOCC2)cc1 (stereo not drawn)	?	.
O=C(c1ccc2ccccc2c1)N1CCN(c2ccc([N+](=O)[O-])c(N3CCOCC3)c2)CC1	?	.
CCc1cccc(CC)c1N(COC)C(=O)Cn1ccccc1=N	?	.
COc1ccc(NC(=O)CN(C)S(=O)(=O)c2ccc3c(c2)n(C)c(=O)c(=O)n3C)cc1	?	.
COc1ccc(-c2onc(C)c2-c2cnn(-c3ccccc3)c2)c(O)c1C	11%	6
Cc1ccnc(SCC(=O)N2CCCc3ccccc32)n1	14%	23
CCCCCCCCCCCCS(=O)(=O)CCC(=O)O	5%	14
O=C(CCl)Nc1cccc(-c2cnc3ccccc3n2)c1	?	.
Cc1cccc(N=C2NC(=O)/C(=C/c3cccnc3)S2)c1C	-5%	9
CCOc1ccc(NS(=O)(=O)c2ccc(C(=O)NNC(=O)c3ccccc3O)cc2)cc1	?	.
Cc1[nH]n(C(N)=S)c(=O)c1N=Nc1cccc(Cl)c1	?	.
Cc1ccc(-c2nc(NC(=O)CSc3ccc4ccccc4n3)ns2)cc1	?	.
Cc1cccc(/C=N/NC(=O)c2ccncc2)n1	?	.
Cc1ccc(S(=O)(=O)CCC(=O)Nc2cc(Cl)ccc2-n2cncn2)cc1	?	.
OCc1cn(-c2ccccc2)nc1-c1ccco1	?	.
Cc1ccc(-n2c(=O)[nH]cc(C(=O)Nc3ccc4c(c3)OCCO4)c2=O)cc1	-13%	-6
COc1ccc(CN2CCC(n3nccc3NC(=O)c3ccc4c(c3)OCO4)CC2)cc1C	?	.
COc1cccc(CC2(CO)CCCN(C(=O)c3cc[n+]([O-])cc3)C2)c1 (stereo not drawn)	1%	-8
COc1ccccc1Sc1ccccc1/C=N/NC(N)=O	?	.
CC(C)(C)NC(=O)NC(=O)COC(=O)c1cccc(OC(F)F)c1	?	.
CC(=O)CSc1ncnc2sc3c(c12)CCC3	?	.
Cc1ccc(NC(=O)c2cccc(S(=O)(=O)N3CCN(c4ccccc4)CC3)c2)nc1	?	.
CCc1ccc(NC(=O)c2cc(S(=O)(=O)N3CCCC3)c[nH]2)cc1	?	.
COc1ccc(-c2nc(CN3CCC(C(=O)NC4CCN(Cc5ccccc5)CC4)CC3)c(C)o2)cc1OC	?	.
O=C(c1ccc(Cl)cc1Cl)N1CCSCC1	0%	7
Cc1cc([N+](=O)[O-])ccc1NC(=O)c1ccco1	-7%	6
O=C(Nc1ccc(Cl)cc1)c1cccnc1N1CCCCC1	?	.
Cc1ccc(N2C(=O)c3sc4nnc(C)c(=O)n4c3C2=O)cc1	?	.
Oc1ccccc1-n1nc2ccc3nonc3c2n1	0%	-2
N=C(N)c1ccccc1	-22%	8
CC(=O)c1sc(NC(=O)CS(=O)(=O)c2ccc(F)cc2)nc1C	?	.
Cc1ccc2cc(CCNC(=O)c3cccc([N+](=O)[O-])c3)c(=O)[nH]c2c1C	?	.
COc1ccc(S(=O)(=O)N2CCCOC2CNC(=O)C(=O)NCc2ccco2)cc1 (stereo not drawn)	-4%	.
O=C(Nc1ccccn1)c1ccc(Cl)c(S(=O)(=O)N2CCCCCC2)c1	0%	-18
CC(C)OC(=O)C1C2C=CC3(CN(Cc4cccs4)C(=O)C13)O2 (stereo not drawn)	?	.
CCCCC/C=C/C1=CC(=O)C[C@H](c2ccc(OC)c(OC)c2)C1	i	.
O=C(O)c1ccc(-c2ccc(/C=c3/sc4nc5ccccc5n4c3=O)o2)cc1Cl	i	.
CCC(=O)Nc1ccc(OCc2nnc3c4ccccc4c(C)nn23)cc1	0%	-17
O=S(=O)(Nc1cccc(-c2ccc(N3CCOCC3)nn2)c1)c1ccc(Cl)c(Cl)c1	i	2
CCCc1cc(C(=O)Nc2ccc(CC)cc2)no1	?	.
CCOC(=O)N1CCN(C(=O)Nc2ccc3oc(C)nc3c2)CC1	i	.
CCOc1ccc(-n2c(SCC(=O)NCc3ccco3)nc3ccccc3c2=O)cc1	-12%	3
Cc1cc(C)c(NC(=O)CS(=O)CC(=O)N2CCN(c3cccc(C)c3C)CC2)c(C)c1 (stereo not drawn)	i	-8
CCCCNC(=O)CSc1nc2ccc(N3CCOCC3)cc2c(=O)n1Cc1ccc(OC)cc1	?	.
Cc1cccc2cc(C(c3nnnn3Cc3ccccc3)N3CCN(C)CC3)c(=O)[nH]c12 (stereo not drawn)	?	.
CCOc1ccc(NC(=O)NNC(=O)c2ccc3ccccc3c2O)cc1	?	.
O=C(CCn1c(=O)oc2ccccc21)Nc1cccc([N+](=O)[O-])c1	-12%	.
O=C(c1ccccc1)c1ccc(OCC(O)CN2CCN(Cc3ccccc3)CC2)cc1 (stereo not drawn)	i	.
CCOC(=O)N1CCN(C(=O)CSc2ccc3nnc(-c4ccccn4)n3n2)CC1	?	.
CCCCCNS(=O)(=O)c1cc(C)ccc1OC	15%	19
CCCCc1cc(=O)oc2cc(C)cc(OCC(=O)Nc3cccnc3)c12	?	.

In a second layout: five of the compounds above
Below each SMILES – Lipid storage S3	Lipid storage S3 cell count max
CCCCNC(=O)CSc1nc2ccc(N3CCOCC3)cc2c(=O)n1Cc1ccc(OC)cc1
 : ?	.
Cc1cccc2cc(C(c3nnnn3Cc3ccccc3)N3CCN(C)CC3)c(=O)[nH]c12 (stereo not drawn)
 : ?	.
CCOc1ccc(NC(=O)NNC(=O)c2ccc3ccccc3c2O)cc1
 : ?	.
O=C(CCn1c(=O)oc2ccccc21)Nc1cccc([N+](=O)[O-])c1
 : -12%	.
O=C(c1ccccc1)c1ccc(OCC(O)CN2CCN(Cc3ccccc3)CC2)cc1 (stereo not drawn)
 : i	.

(listing goes on)
SMILES	Lipid storage S3	Lipid storage S3 cell count max
CC(Oc1ccccc1F)C(=O)NNC(=O)CCNC(=O)c1ccco1 (stereo not drawn)	?	.
COc1cc(SC#N)ccc1N=Cc1c(C)[nH]n(-c2ccc(C)cc2C)c1=O	?	.
COc1ccc(NS(=O)(=O)c2ccc(NC(C)=O)cc2)c(OC)c1	6%	1
Cc1cc(N(CCO)CCO)nc(-n2nc(C)cc2C)n1	i	-17
C=CCN1C(=O)C(O)(CC(=O)c2ccc(-n3cccc3)cc2)c2ccccc21 (stereo not drawn)	i	-11
Fc1ccccc1Nc1nc2ccccc2n2nnnc12	?	.
CC1CN(C(=O)CCC(=O)NC2CCN(Cc3ccccc3)CC2)c2ccccc2O1 (stereo not drawn)	?	.
CC(Sc1nccn1C)C(=O)c1ccc(Br)cc1 (stereo not drawn)	18µM*	9.0*
COc1ccc(CNC(=O)c2nccnc2CO)cc1	?	.
Cc1ccnc(NC(=O)c2cccc(NS(=O)(=O)c3ccccc3C)c2)c1	?	.
COc1ccc(NC(=O)C(=O)NCCO)cc1Cl	3%	2
CCOc1cc(NC(=S)NCc2ccco2)c(OCC)cc1NC(C)=O	4%	3
CCCOC(=O)CC1C(=O)NCCN1Cc1cc(OC)cc(OC)c1 (stereo not drawn)	19%	3
Cc1cc(OCC(=O)Nc2ccncc2)cc(C)c1Cl	?	.
CCc1ccccc1NC(=O)[C@@H]1CCC(=O)N1C1OC(=O)c2ccccc21 (stereo partly drawn)	?	.
CS(=O)(=O)Nc1nc2ccccc2[nH]1	5%	16
CC(C)Cc1nc(N2CCN(C(=O)c3ccccc3)CC2)c(C#N)c2c1CCC2	?	.
COc1ccc(NC(=O)COc2ccc(C(=O)NCc3cccnc3)cc2OC)cc1	-13%	7
O=C1/C(=C\c2cccs2)Sc2ccc3ccccc3c21	16µM*	-15*
Cc1cc(-c2ccc([N+](=O)[O-])cc2)nc2ccccc12	?	.
Cc1ccccc1C1C2=C(Nc3[nH]n(-c4ccccc4)c(=O)c31)c1ccccc1C2=O (stereo not drawn)	?	.
CC(=O)C1=C(O)C(=O)N(c2ccc(Br)cc2)C1c1cccc([N+](=O)[O-])c1 (stereo not drawn)	?	.
CCCCNC(=S)N1CCN(CC)CC1	?	.
O=C(Nc1cccc(Cl)c1N1CCOCC1)c1cccs1	?	.
COC(=O)c1cc2c([nH]c3ccccc32)c(C)n1	5%	-7
COCCNC(=O)CSc1ccc(Cl)cc1	14%	-19
Cc1ccc(NC(=S)NC(NC(=O)Cc2cccc3ccccc23)C(Cl)(Cl)Cl)cc1 (stereo not drawn)	?	.
CCCOc1ccc2oc(=O)c3c(c2c1)CCCN3C(=O)CN1CCCC(C(=O)OCC)C1 (stereo not drawn)	?	.
CCOc1ccc(NC(=O)N2CCC(C(N)=O)(N3CCCCC3)CC2)cc1	10%	-5
CCN(CC)CCNS(=O)(=O)c1ccc(/C=C/C(=O)O)cc1	?	.
COc1ccc(OC)c(N/C(=N\c2nc(C)cc(C)n2)NC(=O)c2ccco2)c1	?	.
COCCN(Cc1ccccc1)C(=O)c1cccc(S(=O)(=O)N2CCN(c3ccccc3)CC2)c1	?	.

Grouped by structure, the compounds so far containing a COOH group
SMILES	Lipid storage S3	Lipid storage S3 cell count max
COc1ccc(/C=C2\CCc3c2nc2ccccc2c3C(=O)O)cc1OC	-13%	0
CCCCCCCCCCCCS(=O)(=O)CCC(=O)O	5%	14
O=C(O)c1ccc(-c2ccc(/C=c3/sc4nc5ccccc5n4c3=O)o2)cc1Cl	i	.
CCN(CC)CCNS(=O)(=O)c1ccc(/C=C/C(=O)O)cc1	?	.

This is a subset; rates above refer to the full screens.
